Screens from PubChem.
ROS inducer: cancer cell ROS induction; U2OS ROS induction, H2DCF-DA fluorescence; ROS induction (% of piperlongumine), % at 10 µM; 46,000 compounds, 2% hits; AID 624156; in the data active = ROS induction above about 79%, passing the limit was not always enough; inconclusive = no clear call, values can overlap the other calls;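 also: 0% = DMSO vehicle median and 100% = reference compound median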
* hit, by the source's call; ? = inconclusive. A portion of the library; the hit share may differ from the screen's.

SMILES	ROS inducer
C[C@@H]1CN([C@H](C)CO)C(=O)Cc2cc(NS(C)(=O)=O)ccc2O[C@H]1CN(C)S(=O)(=O)c1cccs1	15
Cc1cc(Cl)ccc1NC(=O)CCCN1C(=O)c2ccccc2C1=O	-5
O=C(O)CCc1ccc(-c2ccccc2)n1NC(=O)c1ccccc1Br	-3
CC(C)NC(=O)N(C)C[C@@H]1Oc2c(NS(=O)(=O)c3ccccc3)cccc2C(=O)N([C@H](C)CO)C[C@@H]1C	-14
O=C(Nc1sc2c(c1C(=O)NCC1CCCO1)CCCC2)c1ccc(Cl)cc1Cl (stereo unspecified)	?
C[C@@H]1CCCCO[C@@H](CN(C)C(=O)Nc2ccccc2)[C@@H](C)CN([C@H](C)CO)C(=O)c2cc(NC(=O)CCCCCC(=O)Nc3ccccc3N)ccc2O1	-1
C[C@@H]1CN([C@@H](C)CO)C(=O)Cc2cc(NC(=O)C3CC3)ccc2O[C@@H]1CN(C)S(C)(=O)=O	-2
C[C@@H]1CCCCO[C@@H](CN(C)C(=O)Cc2ccccc2)[C@@H](C)CN([C@H](C)CO)C(=O)c2cc(N(C)C)ccc2O1	43
C[C@@H]1CN([C@H](C)CO)C(=O)c2cccc(NS(=O)(=O)c3ccc(Cl)cc3)c2O[C@H]1CN(C)C	-10
C[C@H]1CN([C@@H](C)CO)C(=O)c2cc(NS(=O)(=O)c3ccc(F)cc3)ccc2O[C@H]1CN(C)Cc1ccc(C(=O)Nc2ccccc2N)cc1	-9
CC(C)NC(=O)N(C)C[C@H]1Oc2c(NC(=O)Nc3ccc(F)cc3)cccc2C(=O)N([C@H](C)CO)C[C@H]1C	-3
C[C@@H]1CN([C@@H](C)CO)C(=O)c2cc(NS(=O)(=O)c3ccc(Cl)cc3)ccc2O[C@H]1CN(C)Cc1ccc(C(=O)O)cc1	28
Cc1cccc(-c2nsc(SCC(=O)N3CCCCC3)n2)c1	31
Cc1ccc(C(=O)CSc2n[nH]c(C(F)(F)F)n2)cc1	-9
COc1ccc(NC(=O)CC(C(=O)O)N2CCOCC2)cc1 (stereo unspecified)	0
C[C@H]1CN([C@@H](C)CO)C(=O)c2cccc(NC(=O)NC3CCCCC3)c2O[C@@H]1CN(C)C(=O)NC1CCCCC1	-9
C[C@@H]1CN([C@@H](C)CO)C(=O)c2cccc(NC(=O)C3CCCCC3)c2O[C@H]1CN(C)CC1CC1	4
COc1ccc(NC(=O)Nc2ccc3c(c2)C(=O)N([C@H](C)CO)C[C@H](C)[C@@H](CN(C)CC2CCCCC2)OCCCC[C@@H](C)O3)cc1	23
CCN(C(=O)c1ccc2c(=O)n3c(nc2c1)CCCCC3)c1cc(Cl)ccc1OC	3
O=C(O)c1oc2ccc(Br)cc2c1-n1cccc1	-1
COc1ccc(NC(=O)CCCOc2ccccc2)cc1	-10
CCc1ccc(-n2c(C)nnc2SCC(=O)Nc2ccc(OC)cc2)cc1	-2
C[C@@H]1CCCCO[C@H](CN(C)C(=O)Nc2ccc(C(F)(F)F)cc2)[C@@H](C)CN([C@H](C)CO)C(=O)c2cc(N(C)C)ccc2O1	37
CCOc1ccc(N=c2scc(-c3ccc(Cl)s3)n2C)cc1	-7
Cn1c(CSc2nc3ccccc3s2)nnc1SCC(=O)NCCO	-14

Carrying on:
SMILES	ROS inducer
O=S(=O)(NC1CCCCC1)c1cccc(-c2nnc(-c3ccccc3)o2)c1	12
C[C@@H]1CN([C@H](C)CO)C(=O)c2cc(NC(=O)CCC(F)(F)F)ccc2O[C@H]1CN(C)S(=O)(=O)c1cccs1	2
O=c1[nH]c2ccccc2c2ccccc12	-7
COc1ccc(NC(=O)Nc2ccc3c(c2)C(=O)N([C@@H](C)CO)C[C@@H](C)[C@@H](CN(C)S(=O)(=O)c2ccc(F)cc2)O3)cc1	19
COC(=O)c1c(C)nc(C)c(C(=O)OC)c1-c1csc(S(=O)(=O)N2CCSCC2)c1	5
NS(=O)(=O)c1ccc(NC(=S)N2CCc3ccccc3C2)cc1	2
CCC(=O)Nc1sc2c(c1C(=O)N1CCCCC1)CCCCC2	5
CCN(CC)C(=O)C1c2ccccc2Oc2ccccc21	-8
Cc1ccc(S(=O)(=O)NC(=NC2CCCCC2)c2ccccc2)cc1	-7
O=C(CC(NC1CCCC1)C(=O)O)Nc1cccc(Cl)c1 (stereo unspecified)	1
N#Cc1ccccc1NC(=O)CN1C(=O)c2ccccc2C1=O	-9
C[C@H](CO)N1C[C@H](C)[C@H](CN(C)C(=O)Nc2ccc3c(c2)OCO3)Oc2c(NS(C)(=O)=O)cccc2C1=O	-6
C[C@H]1CN([C@@H](C)CO)C(=O)Cc2cc(NC(=O)Nc3ccc(F)cc3)ccc2O[C@@H]1CN(C)Cc1ccc(Cl)c(Cl)c1	52
COC(=O)c1ccc(NC(=O)C(C)NS(=O)(=O)c2ccc(Cl)cc2)cc1 (stereo unspecified)	4
Cc1c(Cl)cccc1NC(=O)CNC(=O)c1ccc([N+](=O)[O-])cc1	-6
COc1ccc(S(=O)(=O)Nc2ccc3c(c2)C(=O)N([C@H](C)CO)C[C@H](C)[C@H](CN(C)Cc2ccc(-c4ccccc4)cc2)O3)cc1	7
O=C(N/N=C/c1ccc(O)cc1Br)c1ccccn1	9
Cc1ccc(S(=O)(=O)N(C)C[C@@H]2Oc3ccc(NC(=O)CCCCCC(=O)Nc4ccccc4N)cc3CC(=O)N([C@H](C)CO)C[C@H]2C)cc1	5
C[C@@H]1CN([C@H](C)CO)C(=O)Cc2cc(NC(=O)CCCCCC(=O)Nc3ccccc3N)ccc2O[C@H]1CN(C)Cc1ccncc1	24
Cn1c(=N)n(CCCOc2ccc(F)cc2)c2ccccc21	9
Cc1ccc(S(=O)(=O)N(C)C[C@@H]2OCCCC[C@@H](C)Oc3ccc(NS(=O)(=O)c4cn(C)cn4)cc3C(=O)N([C@H](C)CO)C[C@@H]2C)cc1	-2
O=C(NCC12CC3CC(CC(C3)C1)C2)N1CCN(CCO)CC1	-5
COc1cc(NC(=O)Cn2nnc(-c3ccccc3Cl)n2)cc(OC)c1OC	1
C[C@@H]1CN([C@H](C)CO)C(=O)c2cc(NC(=O)Cc3cn(C)c4ccccc34)ccc2O[C@@H]1CN(C)C	4
CC1=CC(=O)CC2C1(C)CCC(C)C2(C)CC/C(C)=C\C(=O)O (stereo unspecified)	-2

Following part.
SMILES	ROS inducer
Cc1ccc(S(=O)(=O)N(C)C[C@@H]2Oc3c(NS(=O)(=O)c4cccs4)cccc3C(=O)N([C@@H](C)CO)C[C@@H]2C)cc1	1
CC(Sc1nc(N)cc(N)n1)C(=O)Nc1cccc(Cl)c1 (stereo unspecified)	-1
Cc1cc(Nc2ccc(Cl)cc2)c2ccccc2n1	6
O=C(CN(CCO)C(=O)c1ccc(Cl)cc1)Nc1ccc(F)cc1	2
Cc1ccccc1CN(C)C[C@@H]1OCc2cnnn2CCCC(=O)N([C@H](C)CO)C[C@H]1C	6
O=C(NCCN1CCOCC1)[C@@]1(CCS(=O)(=O)c2ccccc2)COC(c2ccc(OCCCO)cc2)=N1	1
Cc1cc2c(cc1C)C(Nc1ccccc1)=NC(C)(C)C2	45
Cc1cc(C)cc(NC(=O)COc2ccc(N3CC(C(N)=O)CC3=O)cc2)c1 (stereo unspecified)	-11
COc1ccccc1CC(=O)Nc1ccc(S(=O)(=O)N2CCOCC2)cc1	14
C[C@H]1CN([C@@H](C)CO)C(=O)Cc2cc(NC(=O)CCC(F)(F)F)ccc2O[C@H]1CN(C)Cc1ccc(Cl)c(Cl)c1	12
O=C(CSc1nnnn1-c1ccccc1)Nc1ccc(Cl)cc1O	-2
CN(CC(=O)Nc1ccccc1C(N)=O)S(=O)(=O)c1cc(Cl)ccc1Cl	-10
Cc1noc(C)c1NC(=O)Nc1ccc2c(c1)C(=O)N([C@H](C)CO)C[C@@H](C)[C@@H](CN(C)C(=O)Nc1ccc(C(F)(F)F)cc1)O2	2
COc1ccc([C@H]2C=C(C(=O)NCc3ccccc3)O[C@@H](OCc3ccc(CO)cc3)C2)cc1	7
CCOC(=O)c1cc2c(c(CSc3nc4ccccc4c(=O)n3Cc3cccs3)c1)OCOC2	10
Cc1cc(C(=O)Nc2cccc3c2O[C@H](CN(C)S(=O)(=O)c2ccccc2)[C@@H](C)CN([C@H](C)CO)C3=O)n(C)n1	-5
Cc1ccc(S(=O)(=O)Nc2ccc3c(c2)CC(=O)N([C@H](C)CO)C[C@@H](C)[C@H](CN(C)Cc2ccncc2)O3)cc1	5
C[C@H](CO)N1C[C@H](C)[C@H](CN(C)C(=O)Nc2ccc(C(F)(F)F)cc2)Oc2c(NC(=O)Nc3ccc(C(F)(F)F)cc3)cccc2C1=O	8
O=C(N/N=C/c1ccc(-c2ccccc2)c(F)c1)c1ccccn1	-10
C[C@@H]1CN([C@H](C)CO)C(=O)c2cc(NC(=O)NC3CCCCC3)ccc2O[C@@H]1CN(C)C(=O)Nc1ccccc1	2
Cc1ccc(S(=O)(=O)NC(=O)NCC2CCN(C(=O)OC(C)(C)C)CC2)cc1	1
O=C(CCc1ccc(O)cc1)CC(O)CCc1ccc(O)c(O)c1 (stereo unspecified)	-1
Cc1ccc(S(=O)(=O)Nc2cccc3c2O[C@@H](CN(C)Cc2ccc(-c4ccccc4)cc2)[C@@H](C)CN([C@H](C)CO)C3=O)cc1	22
NC(=O)CSc1nnc(Cc2ccccc2)n1-c1ccccc1	-27
CC(=O)O[C@H]1CC[C@H](C)[C@@]2(C)[C@H](OC(C)=O)c3c(C)coc3C(=O)[C@H]12	1

Other compounds.
SMILES	ROS inducer
C[C@@H]1CN([C@H](C)CO)C(=O)Cc2cc(NC(=O)CCN3CCOCC3)ccc2O[C@@H]1CN(C)C	126*
O=C(NC(=O)N(Cc1ccccc1)C1CC2CCC1C2)c1c(Cl)cccc1Cl (stereo unspecified)	10
C[C@@H]1CN([C@H](C)CO)C(=O)c2cccc(NS(=O)(=O)c3cccs3)c2O[C@@H]1CN(C)CC1CCCCC1	6
C[C@@H]1CN([C@H](C)CO)C(=O)c2cccc(NS(C)(=O)=O)c2O[C@@H]1CN(C)Cc1ccc(-c2ccccc2)cc1	35
COc1ccc(S(=O)(=O)N(C)C[C@H]2Oc3ccc(NC(=O)Nc4ccc(C(F)(F)F)cc4)cc3CC(=O)N([C@H](C)CO)C[C@H]2C)cc1	4
Cc1noc(C)c1NC(=O)Nc1cccc2c1O[C@H](CN(C)Cc1ccccc1)[C@@H](C)CN([C@H](C)CO)C2=O	59
CC(N=C1CC(C)(C)CC(=O)/C1=C(O)/C=C/c1ccccc1)C(=O)O (stereo unspecified)	-22
Cc1noc(C)c1NC(=O)Nc1ccc2c(c1)CC(=O)N([C@H](C)CO)C[C@@H](C)[C@@H](CN(C)Cc1ccc(-c3ccccc3)cc1)O2	42
Cc1cc(=O)[nH]c(SCCCOc2ccc3c(c2)CCC3)n1	15
CCc1ccc(NC(=S)NC(=O)c2cccs2)cc1	5
C[C@@H]1CN([C@@H](C)CO)C(=O)c2cc(NC(=O)Nc3cccc4ccccc34)ccc2O[C@@H]1CN(C)Cc1ccc(Cl)c(Cl)c1	13
COC(=O)c1cc(OC)c(OC)cc1NC(=O)c1c(C)noc1C	10
O=C(O)CCCCCCC(=O)N/N=C/c1cc(Br)cs1	7
C[C@@H]1CCCCO[C@@H](CN(C)S(=O)(=O)c2cn(C)cn2)[C@@H](C)CN([C@H](C)CO)C(=O)c2cc(NS(=O)(=O)c3ccc(F)cc3)ccc2O1	-2
COc1ccccc1NC(=O)c1c(NC(=O)c2cccnc2)sc2c1CCC(C)C2 (stereo unspecified)	6
COc1ccc(NC(=O)Nc2cccc3c2O[C@H](CN(C)Cc2ccc(-c4ccccc4)cc2)[C@@H](C)CN([C@H](C)CO)C3=O)cc1	-1
CNC[C@@H]1Oc2ccc(NC(=O)CCCN(C)C)cc2C(=O)N([C@H](C)CO)C[C@@H]1C	0
C[C@H](CO)N1C[C@H](C)[C@H](CN(C)Cc2ccccc2)Oc2ccc(N(C)C)cc2C1=O	-27
COc1ccc(-c2cn(S(=O)(=O)c3ccccc3OC)nc2N)cc1OC	1
COC(=O)c1[nH]nc2c1C(=O)N(Cc1ccccc1)C2=O	0
COc1cc(Cl)c(/C=N/NC(=O)c2cccc(C(=O)NO)c2)c(Cl)c1OC	5
C[C@@H]1CN([C@@H](C)CO)C(=O)Cc2cc(NC(=O)CCN3CCOCC3)ccc2O[C@@H]1CN(C)Cc1ccc(C(=O)O)cc1	-1
